TNFa cytotox – cytotoxicity in TNFa-stimulated HUVEC, primary screen, cytotoxicity control for VCAM1 expression modulator project, imaging, Hoechst nuclei count. HUVEC TNFalpha-stimulated, Hoechst cell count. cell count reduction, % at 2 µM. 93,000 compounds, 0.17% hits. AID 848, 2007;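 active = cell count reduction exceeding the screen mean by over 5 SD, scaled to untreated wells per plate, cut at about 78% in these data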;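 also: cells counted after 24 h of TNF alpha exposure following the 1 h pretreatment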
CYP2C19 inh – blockers of cytochrome P450 2C19 activity – biochemical, luminescence, ADME assay, primary screen; P33261; CYP2C19 Supersomes, luciferin-H EGE luminescence, 30 min; inhibition, % at 5 µM; 96,000 compounds, 21% hits; AID 778, 2007;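 active = CYP2C19 inhibition above a set limit at 5 µM in the primary screen, cut at about 50% in these data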;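 also: plate controls were negative control wells for no effect and 2.5 mM tranylcypromine positive control for full effect; values of inactives mirror those of a sister screen read the other way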
Target sequence (P33261 whole entry, looked up): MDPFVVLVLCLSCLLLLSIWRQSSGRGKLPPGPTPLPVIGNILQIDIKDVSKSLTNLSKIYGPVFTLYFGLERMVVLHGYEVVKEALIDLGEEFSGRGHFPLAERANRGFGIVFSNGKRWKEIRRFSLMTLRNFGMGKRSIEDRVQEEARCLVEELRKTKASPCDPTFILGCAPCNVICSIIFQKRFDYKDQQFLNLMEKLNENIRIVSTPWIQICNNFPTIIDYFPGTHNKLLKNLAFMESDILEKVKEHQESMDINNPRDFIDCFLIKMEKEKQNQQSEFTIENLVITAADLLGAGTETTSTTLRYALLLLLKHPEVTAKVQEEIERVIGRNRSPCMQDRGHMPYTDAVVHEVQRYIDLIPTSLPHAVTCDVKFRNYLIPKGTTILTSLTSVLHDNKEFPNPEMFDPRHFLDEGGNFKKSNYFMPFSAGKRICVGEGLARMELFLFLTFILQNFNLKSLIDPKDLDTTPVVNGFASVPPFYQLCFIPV
DAT uptake mod – changed hDAT dopamine uptake under cocaine IC80, either direction, primary screen, cocaine antagonist project, cell-based, LLC-PK1 hDAT, [14C]-dopamine uptake, MLSMR. Sodium-dependent dopamine transporter (Homo sapiens), Q01959. LLC-PK1 hDAT cells, [14C]-dopamine uptake with cocaine IC80; actives deviate in either direction. B-score at 10 µM. 110,000 compounds, 1.3% hits. AID 449768, 2010;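 active = Z score or B-score, a plate-position-corrected score, falls beyond the plate's 99.7% confidence bounds, in either direction; inactive = both scores lie inside the 99.7% bounds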;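 also: scored against the spread of the other compound wells on the same plate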
Target sequence (Q01959 whole entry, looked up): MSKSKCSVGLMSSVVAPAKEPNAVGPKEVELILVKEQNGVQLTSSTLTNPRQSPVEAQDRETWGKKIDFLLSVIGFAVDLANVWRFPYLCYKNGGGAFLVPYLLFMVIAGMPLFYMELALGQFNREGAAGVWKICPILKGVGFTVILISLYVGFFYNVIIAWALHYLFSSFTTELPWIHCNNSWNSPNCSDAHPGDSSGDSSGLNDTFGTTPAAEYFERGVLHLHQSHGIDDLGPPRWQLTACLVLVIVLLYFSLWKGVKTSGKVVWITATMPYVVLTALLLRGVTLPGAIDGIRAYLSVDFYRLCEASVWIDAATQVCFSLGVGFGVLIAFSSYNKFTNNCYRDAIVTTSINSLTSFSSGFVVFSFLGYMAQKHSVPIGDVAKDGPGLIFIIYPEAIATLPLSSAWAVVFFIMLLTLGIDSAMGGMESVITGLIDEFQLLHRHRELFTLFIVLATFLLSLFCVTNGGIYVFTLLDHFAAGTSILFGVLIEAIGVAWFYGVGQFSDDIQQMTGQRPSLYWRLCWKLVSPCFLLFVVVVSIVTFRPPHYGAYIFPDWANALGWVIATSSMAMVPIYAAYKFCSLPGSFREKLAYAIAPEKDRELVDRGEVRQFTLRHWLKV
CYP2C9 act – human CYP2C9 activators, primary screen, biochemical, luminescence | Cytochrome P450 2C9 (Homo sapiens), P11712 | recombinant CYP2C9, luciferin-H conversion; hits give high values; factor 1 = untreated enzyme, 0 = blocked | activation factor at 5 µM | 96,000 compounds, 1.4% hits;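 active = activation factor of 2 or more for CYP2C9 at a 5 µM dose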;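 also: 0 = sulfaphenazole-blocked wells and 1 = vehicle-only wells; values of inactives mirror those of a sister screen read the other way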
VCAM1 TNFa inh – inhibitors of TNFa-induced VCAM1 expression, primary screen, imaging, HUVEC, TNFa stimulus, immunofluorescence | HUVEC TNFa-induced VCAM-1 immunofluorescence, high-content imaging | inhibition, % at 2 µM | 95,000 compounds, 0.48% hits | AID 802, 2007;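 active = inhibition above the batch mean plus 3 SD, with images confirmed as a hit by eye, cut at about 37% in these data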;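 also: 0% = TNF-stimulated DMSO wells and 100% = unstimulated control wells; not every result past the cut was called active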
Candida biofilm – clotrimazole potentiators killing Candida biofilms, primary screen, with clotrimazole, Alamar Blue; C. albicans biofilm + clotrimazole; inhibition, % at 6 µM; 85,000 compounds, 0.14% hits; AID 834, 2007;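 active = inhibition above 20%; inactive = inhibition below 20%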;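 also: preformed 24 hr biofilms exposed to compound for 48 hr; 0% = biofilm without compound and 100% = blank killed by clotrimazole plus chlorhexidine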
IL1B cytotox – cytotoxicity in IL-1B stimulated HUVEC, primary screen, cytotoxicity control for IL-1B NFkB translocation project, imaging, Hoechst nuclear count, IL-1B stimulus; cell count reduction, % at 2 µM; 94,000 compounds, 0.41% hits; HUVEC cell count loss;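 active = cell count reduction more than 3 SD above the screen-wide mean, cut at about 70% in these data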;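 also: normalized per plate to untreated control cells as the no-loss baseline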
CYP2C9 inhib – blockers of cytochrome P450 2C9 activity – biochemical, luminescence, ADME assay, primary screen. P11712. CYP2C9 Supersomes, luciferin-H conversion. inhibition, % at 5 µM. 96,000 compounds, 20% hits. AID 777, 2007;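 active = blocking of liver enzyme CYP2C9 beyond about 50% at 5 µM, limit read from the data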; also: values of inactives mirror those of a sister screen read the other way
CYP2C19 act – human CYP2C19 activators, primary screen, biochemical, luminescence | Cytochrome P450 2C19 (Homo sapiens), P33261 | recombinant CYP2C19, luciferin-H EGE luminescence; hits give high values; 0 = fully inhibited enzyme, 1 = untreated enzyme | activation factor at 5 µM | 96,000 tested, under 10 active;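 active = activation factor of at least 2 at 5 µM in the primary screen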;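 also: 0 = wells with 2.5 mM tranylcypromine and 1 = vehicle-only wells; values of inactives mirror those of a sister screen read the other way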
Starred values were filed as active, the others as inactive; . = no result given.

SMILES | TNFa cytotox | CYP2C19 inh | DAT uptake mod | CYP2C9 act | VCAM1 TNFa inh | Candida biofilm | IL1B cytotox | CYP2C9 inhib | CYP2C19 act
CN(C)C(=O)CCCc1nc(-c2ccc(Cl)cc2)no1 | -7 | -1 | -0.09 | 1 | 16 | 2 | -17 | 4 | 1
Cc1ccc(CO/N=C/C2=C(Cl)c3ccccc3CC2)cc1 | -8 | -15 | 0.0075 | 1 | 11 | 9 | -9 | -4 | 1.1
CCOc1ccc(C(=O)CN2CCN(S(=O)(=O)c3ccc(Cl)cc3)CC2)cc1 | -43 | 58* | -0.15 | 0.8 | -11 | 6 | -74 | 24 | 0.4
O=C(c1ccccc1C(=O)N1CCN(c2ccccc2F)CC1)N1CCN(c2ccccc2F)CC1 | . | 70* | -0.17 | 0.1 | . | 0 | . | 89* | 0.3
COC(=O)c1ccc(-n2c(C)ccc2-c2ccccc2)cc1 | 7 | 86* | -1.3 | 0.1 | 9 | . | -36 | 86* | 0.1
COc1ccc(/C=C/C(=O)NC(=S)NCCc2ccc(OC)c(OC)c2)cc1 | 3 | 45 | -0.68 | 0.7 | -7 | . | -26 | 30 | 0.5
Cc1nn(C)c(C)c1CN(C)C(=O)C1c2ccccc2Oc2ccccc21 | 33 | . | 0.54 | . | -19 | 4 | 7 | . | .
CC1(C)CC(=O)c2cc(C(=O)Nn3cnnc3)c(=O)n(-c3ccccc3)c2C1 | -27 | 6 | -0.88 | 0.9 | 3 | 12 | -11 | 12 | 0.9
Cc1cccc(C)c1NC(=O)c1cc2c(=O)c3ccccc3oc2nc1C(F)(F)F | -8 | 3 | 0.49 | 0.9 | -6 | . | -11 | 10 | 1
CN(C)CC(O)COc1ccc(-c2ccc(C#N)cc2)cc1 (stereo unspecified) | -11 | -5 | 0.13 | 1 | 23 | 10 | 1 | 3 | 1.1
CN(C)Cc1nc2c(c(=O)[nH]1)C1(CCCCC1)Cc1ccccc1-2 | 11 | 18 | 0.093 | 0.8 | -11 | 6 | 6 | 15 | 0.8
N#Cc1c(NC(=O)CN2CCCCC2)sc2c1CCC2 | -34 | 33 | -0.16 | 0.8 | 7 | -1 | 3 | 24 | 0.7
Cc1cccc(-c2nc(CSCC(=O)N3CCN(c4ccccn4)CC3)c(C)o2)c1 | -23 | 16 | 0.37 | 0.7 | -4 | 8 | -15 | 32 | 0.8
Cc1ccc(CC2CC(=O)N(CCc3ccc4c(c3)OCO4)C2=O)cc1 (stereo unspecified) | -16 | 10 | -0.53 | 0.9 | -11 | -3 | -23 | 10 | 0.9
N#CC1=C(N)C(C#N)(C#N)[C@H](c2ccsc2)[C@H]2COCC=C12 | 15 | 39 | -0.049 | 0.4 | 30 | 7 | -7 | 61* | 0.6
Cc1ccccc1/C(N)=N/OC(=O)/C=C/c1ccccc1 | -9 | 4 | -0.067 | 1.2 | -38 | -3 | -5 | -21 | 1
Cc1noc(C)c1C(=O)N1CCN(C(=O)c2sc3cc(Cl)ccc3c2Cl)CC1 | 0 | 35 | 0.92 | 0.6 | 13 | 5 | 10 | 43 | 0.6
CC(=O)c1cccc(NC(=O)C2CCN(S(C)(=O)=O)CC2)c1 | -6 | 15 | -1.5 | 1 | 17 | 0 | 10 | -5 | 0.8
S=C(NCC1CCCO1)n1nnc2ccccc21 (stereo unspecified) | -1 | -10 | 0.92 | 1 | 3 | . | 1 | -3 | 1.1
Cc1cc(NC(=O)c2ccc(NC(=O)CC(C)C)cc2)no1 | 1 | 12 | -0.18 | 0.8 | 10 | 7 | -1 | 22 | 0.9

Single records, as listed above. Order of screens: TNFa cytotox | CYP2C19 inh | DAT uptake mod | CYP2C9 act | VCAM1 TNFa inh | Candida biofilm | IL1B cytotox | CYP2C9 inhib | CYP2C19 act
Cc1cc(NC(=O)c2ccc(NC(=O)CC(C)C)cc2)no1 across the screens: 1 | 12 | -0.18 | 0.8 | 10 | 7 | -1 | 22 | 0.9
Cc1cccc(-c2nc(CSCC(=O)N3CCN(c4ccccn4)CC3)c(C)o2)c1 across the screens: -23 | 16 | 0.37 | 0.7 | -4 | 8 | -15 | 32 | 0.8
S=C(NCC1CCCO1)n1nnc2ccccc21 (stereo unspecified) across the screens: -1 | -10 | 0.92 | 1 | 3 | . | 1 | -3 | 1.1
Cc1noc(C)c1C(=O)N1CCN(C(=O)c2sc3cc(Cl)ccc3c2Cl)CC1 across the screens: 0 | 35 | 0.92 | 0.6 | 13 | 5 | 10 | 43 | 0.6

Further records follow:
SMILES | TNFa cytotox | CYP2C19 inh | DAT uptake mod | CYP2C9 act | VCAM1 TNFa inh | Candida biofilm | IL1B cytotox | CYP2C9 inhib | CYP2C19 act
Cc1c(C)[n+](=O)c2c(n1[O-])CCCCC2 | -3 | -4 | 0.81 | 0.9 | -6 | 8 | 11 | 12 | 1
CC(C)=CC(=O)N1CCCc2ccccc21 | -6 | 10 | -0.59 | 1.1 | 14 | -4 | -14 | -6 | 0.9
CCOc1cc(/C=N/NC(=O)COc2ccccc2C)ccc1OC(=O)c1cccs1 | 6 | 38 | 0.73 | 0.6 | 2 | . | -36 | 45 | 0.6
CCCCCCOC(=O)c1ccccc1NC(=O)/C=C/C(=O)O | -3 | 4 | -1.1 | 0.8 | -1 | . | -16 | 22 | 1
COc1ccc(CNC(=O)C2CCN(c3nccs3)CC2)cc1 | -19 | 8 | 0.013 | 1 | 22 | -3 | 10 | 1 | 0.9
Cc1ccnc(SCCn2c(N(C)Cc3ccccc3)nc3c2c(=O)n(C)c(=O)n3C)n1 | -16 | . | 0.99 | . | 7 | . | 11 | . | .
Cc1ccc(Cn2nnc(C(=O)Nc3cccc(C)c3C)c2N)cc1 | . | 31 | 0.45 | 0.9 | . | 6 | . | 7 | 0.7
O=c1cc(CN2CCN(c3ccccc3)CC2)c2cc(O)c(-c3ccccc3)cc2o1 | -19 | 6 | -0.32 | 0.8 | -22 | 4 | -33 | 24 | 0.9
Cc1ccc(N(CC(=O)N2CCc3ccccc32)C2=NC(=O)CS2)cc1 | -11 | 56* | 0.49 | 0.3 | 0 | 7 | -2 | 67* | 0.4
Fc1ccc(CN2CCCCCC2)c(F)c1 | . | 26 | -1.2 | 0.6 | . | 3 | . | 44 | 0.7

Sorted by the number under CYP2C9 inhib (smallest number first): three from the list above
mol	CYP2C9 inhib
Cc1c(C)[n+](=O)c2c(n1[O-])CCCCC2	12
Fc1ccc(CN2CCCCCC2)c(F)c1	44
Cc1ccc(N(CC(=O)N2CCc3ccccc32)C2=NC(=O)CS2)cc1	67*

The results go on:
SMILES | TNFa cytotox | CYP2C19 inh | DAT uptake mod | CYP2C9 act | VCAM1 TNFa inh | Candida biofilm | IL1B cytotox | CYP2C9 inhib | CYP2C19 act
COc1ccccc1N1CCN(C(=O)/C=C/c2ccccc2)CC1 | -23 | . | -0.67 | . | -2 | 6 | -13 | . | .
CCOC(=O)CC(C#N)c1c[nH]c2ccccc12 (stereo unspecified) | -5 | 70* | -0.35 | 1.5 | 4 | 11 | -69 | -51 | 0.3
Cc1cccc(N(CC(O)CN(C)C)S(=O)(=O)c2ccccc2)c1 (stereo unspecified) | -25 | -5 | 0.047 | 0.9 | 0 | 11 | -27 | 7 | 1.1
Cc1cc(C)n2nc(SCC(=O)Nc3ccc(F)cc3)nc2n1 | -40 | 35 | . | 1 | 18 | 14 | -4 | 0 | 0.7
Cc1ccc(CS(=O)(=O)CCC(=O)NCCCN2CCCC2=O)cc1 | -36 | -7 | -0.27 | 1 | -34 | 6 | -8 | -5 | 1.1
CCOC(=O)C1C(c2ccccc2Cl)NC(=O)N(C)C1(O)C(F)(F)F (stereo unspecified) | -4 | 0 | 0.7 | 1 | -17 | . | -3 | 5 | 1
N/C(=N\OC(=O)c1ccccc1Cl)c1ccccn1 | -22 | 38 | -0.011 | 0.6 | 8 | . | 0 | 40 | 0.6
COc1cc(OC)c(OC)cc1CN1CCc2ccccc2C1 | 10 | 52* | -0.45 | 0.9 | 1 | 4 | 0 | 6 | 0.5
O=C(CN(CC1CCCO1)C(=O)CCC(=O)Nc1nccs1)NCc1ccccc1 (stereo unspecified) | -11 | . | -1.3 | . | 14 | 10 | -4 | . | .
C/C(=N\N=C\c1ccccc1)c1nnn(-c2nonc2N)c1C | -5 | 25 | 0.94 | 0.6 | -6 | . | -31 | 39 | 0.7
CN1CCN(C(=O)c2cc3nc(-c4ccccc4)cc(-c4ccccc4)n3n2)CC1 | -1 | 41 | 1.1 | 0.6 | 0 | 4 | -15 | 42 | 0.6
CCCN(CCC)CCCNC(=O)c1cc2c(=O)n(C)c3ccccc3c2n1C | 3 | 11 | 1.3 | 0.8 | 0 | 2 | 7 | 20 | 0.9
CCOC(=O)N1CCC(N2CC34C=CC(O3)C(C(=O)Nc3ccc(OCC)cc3)C4C2=O)CC1 (stereo unspecified) | 2 | -8 | 0.24 | 0.9 | -6 | 7 | -39 | 15 | 1.1
Cc1cc(C(=O)c2cnc(/N=C/N(C)C)s2)cc(C)c1O | -3 | 41 | 1.7 | 2* | 1 | . | 10 | -103 | 0.6
CCOc1ccc(CC(C(=O)NN)C(=O)NN)cc1CN(C)C | -29 | 2 | 0.0075 | 1.3 | 1 | 6 | -34 | -28 | 1
COc1ccc(N2CCN(C(=O)NC3CCCCC3)CC2)cc1 | . | . | -0.75 | . | -4 | 9 | -2 | . | .
C=CCOCC(O)CS(=O)(=O)Cc1ccc(Cl)cc1 (stereo unspecified) | 8 | 74* | -0.83 | 0.8 | 6 | -1 | 0 | 17 | 0.3
Cn1nc(C(F)(F)F)c(C(=O)Nc2cccc(C(F)(F)F)c2)c1SCc1ccc(Cl)cc1 | . | 87* | -0.19 | 0 | . | . | . | 98* | 0.1
CCC(C)(C)n1nnnc1C(c1ccc(C)cc1)N1CCCC1 (stereo unspecified) | -22 | 34 | -0.55 | 0.7 | 1 | 7 | -11 | 32 | 0.7
O=C(O)Cc1ccc2[nH]c3ccc(CC(=O)O)cc3c2c1 | -18 | -1 | 0.13 | 1 | -14 | -2 | -27 | -2 | 1
O=C(O)CCCCCN=C1CCc2ccccc2N1 | -28 | -7 | 0.47 | 1 | 1 | 3 | 3 | 2 | 1.1
O=[N+]([O-])/C(=C\Nc1ccccc1)S(=O)(=O)c1ccccc1 | 5 | 15 | . | 1.2 | -2 | 4 | 14 | -22 | 0.9
CCc1ccccc1N(CC(=O)N/N=C/c1ccc(OC(=O)OC)c(OC)c1)S(C)(=O)=O | -24 | 30 | -0.14 | 0.5 | -12 | . | 4 | 50* | 0.7
Cc1nc(NCCc2ccc(S(N)(=O)=O)cc2)c2c3c(sc2n1)CCC3 | -29 | 14 | 0.72 | 0.6 | -6 | . | -13 | 37 | 0.9
CCOc1ccc(NC(=O)c2cc3c(C)nc4ccccc4c3o2)cc1 | -12 | 23 | 0.15 | 0.7 | 10 | 3 | -69 | 30 | 0.8
COc1ccc(-c2noc(CSc3nc4ccccc4c(=O)n3-c3ccccc3)n2)cc1 | -10 | 9 | 0.67 | 0.7 | -1 | 5 | 3 | 32 | 0.9

Assay outcomes deposited in PubChem BioAssay by several laboratories.

Hits appear at their usual frequency; 29% or so of the library scored in one or more.
